Screening data deposited in PubChem by National Center for Advancing Translational Sciences (NCATS).
DRD3 agonist: qHTS of D3 Dopamine Receptor Agonist: qHTS; max activation, %; D(3) dopamine receptor (Homo sapiens), P35462; AID 652048, 2013; D3R DiscoveRx beta-arrestin cells, luminescence, 90 min; hit rate 0.58% among 410,000; in the data active = max activation above about 30%; note: 0% is about no effect; mostly tested at two doses, the higher about 12 µM
Target sequence (P35462 whole entry, looked up): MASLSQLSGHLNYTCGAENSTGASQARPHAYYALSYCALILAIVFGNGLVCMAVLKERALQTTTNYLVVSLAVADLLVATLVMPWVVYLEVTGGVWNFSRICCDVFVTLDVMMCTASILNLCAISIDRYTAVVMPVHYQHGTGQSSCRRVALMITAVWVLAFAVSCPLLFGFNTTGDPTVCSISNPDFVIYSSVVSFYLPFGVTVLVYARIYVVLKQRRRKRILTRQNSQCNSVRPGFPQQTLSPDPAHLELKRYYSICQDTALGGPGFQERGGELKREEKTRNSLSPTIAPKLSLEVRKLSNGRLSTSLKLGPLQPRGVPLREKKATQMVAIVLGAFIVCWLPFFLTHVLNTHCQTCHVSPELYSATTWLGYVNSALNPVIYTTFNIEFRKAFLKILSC
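Cells at 1500/well, incubated overnight, then treated with pinned compounds (dopamine as control) for 90 min at 37 degrees C. DiscoveRx reagent added for 30 - 60 minutes at room temperature; luminescence read.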
GLP1R cytotox: qHTS of GLP-1 Receptor Inverse Agonists: Cytotox Screen; HEK293 cAMP-luciferase reporter cells, luminescence, 24 h; Potency, µM (highest dose often 38.3 µM), for inactives: top-dose activity change, negative = inhibition, hits mostly inhibitors; hit rate 0.13% among 410,000; AID 624418, 2012;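 note: loss of luciferase light is scored as toxicity; potency is the fitted concentration of half-maximal effect; % is set by controls: 0 for no effect and ±100 for the full control effect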
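Seeding density was 200 cells/uL; after overnight-length (12 h) culture, 23 nL compounds went on for 24 h at 37 °C. Readout used a luciferase detection reagent, luminescence taken after 12 min at room temperature.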
GLP1R ag: qHTS of GLP-1 Receptor Agonists. Glucagon-like peptide 1 receptor (Homo sapiens), P43220. HEK293 GLP-1R CRE-luciferase, luminescence, 4-6 h; cells express a hypersensitive GLP-1R form. Potency, µM (series often up to 45.6 µM), without a hit: top-dose activation, most hits filed as activators. hit rate 0.007% among 380,000; note: potency is the fitted concentration of half-maximal effect; % of control where 0% means no effect
PTHR1 ag: qHTS for PTHR1 Agonists: Primary Screen; Parathyroid hormone/parathyroid hormone-related peptide receptor (Homo sapiens), Q03431; hit rate 0.075% among 410,000; Potency, µM (top dose mostly 115 µM), for inactives: at the top dose activation, usual class: activators; HEK293 GP2 PTHR1 cells, GloSensor cAMP luminescence, 1 h; note: potency is the fitted concentration of half-maximal effect; nearly all actives have a fitted effect of over 55% in size; some results filed as inactive show a strong effect at the top dose; inactives centre near -15; many of its hits are not listed in these tables
Target sequence (Q03431 whole entry, looked up): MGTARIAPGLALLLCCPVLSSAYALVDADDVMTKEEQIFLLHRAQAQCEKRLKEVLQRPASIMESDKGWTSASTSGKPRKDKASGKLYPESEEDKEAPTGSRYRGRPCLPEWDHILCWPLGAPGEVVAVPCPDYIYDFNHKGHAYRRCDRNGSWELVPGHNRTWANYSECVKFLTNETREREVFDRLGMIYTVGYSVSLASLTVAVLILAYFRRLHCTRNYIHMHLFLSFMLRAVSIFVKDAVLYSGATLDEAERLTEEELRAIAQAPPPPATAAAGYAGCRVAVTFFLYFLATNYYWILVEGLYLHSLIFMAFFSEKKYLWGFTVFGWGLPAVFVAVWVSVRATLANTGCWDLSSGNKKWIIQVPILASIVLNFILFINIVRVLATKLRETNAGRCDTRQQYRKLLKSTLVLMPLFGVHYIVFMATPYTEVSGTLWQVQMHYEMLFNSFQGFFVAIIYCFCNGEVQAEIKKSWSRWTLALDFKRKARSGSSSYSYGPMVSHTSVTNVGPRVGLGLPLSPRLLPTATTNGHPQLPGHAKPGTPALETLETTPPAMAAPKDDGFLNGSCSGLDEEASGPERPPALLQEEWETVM
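HEK-293-derived GP2 cells expressing PTHR1 and a GloSensor cAMP reporter, 3,000/well, plated overnight, given luciferin plus IBMX (each 0.5 mM as added) for 1 h at 37 °C, then compound for 1 h at 37 °C. Luminescence was read after 15 min at room temperature.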
KB-V1 MDR tox: qHTS assay for MDR1-selective chemotherapeutics: Primary screen using the drug-selected MDR subline cells KB-V1; hit rate 3.4% among 400,000; AID 1347076, 2019; Potency, µM (series often up to 46.1 µM), without a hit: at the highest dose activity change, negative = cytotoxicity, actives largely listed as cytotoxic; KB-V1 MDR cells viability, CellTiter-Glo, 72 h; note: potency is the fitted concentration of half-maximal effect; % is set by controls: 0 for no effect and ±100 for the full control effect; nearly all actives have a fitted effect of over 60% in size
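Potencies derive from concentration-effect curves fitted to normalized luminescence (CellTiter-Glo) of KB-V1 cells treated for 72 h at 37 degrees C in phenol-red-free DMEM containing 10% FBS.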
TDP-43 yeast inh: qHTS of TDP-43 Inhibitors; hit rate 1.8% among 410,000; Potency, µM (doses to about 46.1 µM), without a hit: at the top dose growth rescue (activation), actives largely listed as activators; TDP-43 expressing yeast growth rescue, BacTiter-Glo, 24 h; note: potency is the fitted concentration of half-maximal effect; % of control where 0% means no effect; nearly all actives have a fitted effect of over 50% in size
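Yeast cells expressing TDP-43 under galactose induction are exposed to compounds for 24 hr at 30 deg C. BacTiter-Glo luminescence measures growth, so protective compounds score as activators.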
aSyn rescue: qHTS of alpha-syn Inhibitors; Yeast expressing alpha-synuclein, growth rescue, BacTiter-Glo, 24 h; Potency, µM (series often up to 46.1 µM), inactives show at the highest dose growth rescue (activation), actives largely listed as activators; hit rate 0.14% among 370,000; AID 652106, 2013; note: potency is the fitted concentration of half-maximal effect; % of control where 0% means no effect; nearly all actives have a fitted effect of over 65% in size
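Readout is rescue of growth in alpha-synuclein-expressing yeast, so inhibitors of toxicity appear as activators. Growth after 24 hr at 30 deg C in galactose medium is quantified by luminescence.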
DRD3 antagonist: qHTS of D3 Dopamine Receptor Antagonist: qHTS. D(3) dopamine receptor (Homo sapiens), P35462. D3R cells, DiscoveRx beta-arrestin luminescence, antagonist mode; hits give low values. max response, negative = inhibition, %. hit rate 2.5% among 360,000; in the data active = max response below about -50%; inconclusive = no clear call, values can overlap the other calls; note: % is set by controls: 0 for no effect and ±100 for the full control effect; mostly tested at two doses, the higher about 12 µM
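Cells plated overnight at 1500 cells/well, then exposed to library compounds with dopamine controls for 90 minutes at 37 degrees C. DiscoveRx reagent added for 30–60 minutes at room temperature; luminescence read, quantitative HTS format.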
GLP-1R inv ag: qHTS of GLP-1 Receptor Inverse Agonists (Inhibition Mode) | Glucagon-like peptide 1 receptor (Homo sapiens), P43220 | HEK293 GLP-1R CRE-luciferase, luminescence, 24 h; GLP-1R form is constitutively active | Potency, µM (top dose mostly 38.3 µM), for the others: at the highest dose activity change, negative = inhibition, hits mostly inhibitors | hit rate 1.6% among 410,000; note: potency is the fitted concentration of half-maximal effect; % is set by controls: 0 for no effect and ±100 for the full control effect; nearly all actives have a fitted effect of over 55% in size
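Inverse agonism was detected as reduced cAMP-driven luciferase luminescence after 24 h compound treatment. The cells were HEK293 clones expressing constitutively active human GLP-1R with the reporter. Reporter-only and GPR119 cell lines served as counterscreen controls.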
* hit, by the source's call; i = inactive; ? = inconclusive; · = no result given; [ ] = remark or other dose. Unless noted, calls come from the whole dose curve; as a rule, active = well fitted curve in the direction sought with a large enough effect; inconclusive = small, poorly fitted or top-dose-only effect, or another doubt; inactive = no such curve, though single readings can be large; an effect the other way counts as inactive or inconclusive.

SMILES	DRD3 agonist	GLP1R cytotox	GLP1R ag	PTHR1 ag	KB-V1 MDR tox	TDP-43 yeast inh	aSyn rescue	DRD3 antagonist	GLP-1R inv ag
CCOc1ccc(CN(C)C(=O)CNC(=O)C2CCCCC2)cc1	-11	-3%	1%	-7%	-26%	-20%	0%	4	-1%
CN(C)c1cc[n+](CC(=O)Nc2ccc(Oc3ccccc3)cc2)cc1	-8	-17%	0%	-4%	?	?	-7%	9	-24%
COc1ccccc1NS(=O)(=O)c1ccc(NC(=O)c2ccncc2)cc1	3	-10%	-1%	-31%[inhibitor]	-8%	-12%	-2%	2	12%
Clc1ccc(-c2cc(CSc3cccc(Cl)c3)on2)cc1	-5	8%	-2%	-30%	0%	?	1%	-8	?
COc1ccc(-n2c(SCC(=O)Nc3cc(C(=O)O)ccc3C)nc3ccccc3c2=O)cc1Cl	5	-11%	-5%	i	-5%	2%	2%	1	-1%
O=C(c1cc(C2CC2)nn1-c1ccccc1)N1CCN(S(=O)(=O)c2ccc(F)cc2)CC1	-6	-14%	16%	i	?	26%	-5%	-20	-3%
COCc1c(C(=O)N2CCc3ccccc32)oc2ccccc12	2	-7%	23%	-13%	-2%	-5%	-29%	1	?
CC12CC3CC(C)(C1)CC(C(=O)N1CCCC1)(C3)C2	-1	4%	19%	i	0%	-9%	5%	1	?
Cc1cc(C)n(C(C)CNS(=O)(=O)c2ccccc2)n1 (stereo not given)	9	5%	2%	i	1%	-5%	1%	13	18%
CC1=C(c2ccc(C(C)C)cc2)S(=O)(=O)N=C1N1CCC(C(=O)Nc2ccc(C)cc2)CC1	6	-13%	·	i	5%	28%	·	·	-13%
Cc1cccc(N(C(=O)c2snc(C(N)=O)c2N)C(C(=O)NC2CCCC2)c2ccco2)c1 (stereo not given)	-2	-12%	12%	-16%	2%	-9%	10%	-2	-24%
Cc1cc(NC(=O)c2cccs2)n(-c2nc3ccccc3[nH]2)n1	-2	?	0%	i	?	0%	-4%	14	?
CCOc1ccccc1N=C1NC(=O)CS1	0	5%	0%	-2%[57.5 µM]	7%	13%	-6%	6	14%
COCc1[nH]nc2c1C(c1ccccc1Cl)C(C#N)=C(N)O2 (stereo not given)	1	-10%	-8%	-24%	-8%	12%	2%	2	5%
CCOC(=O)c1c(NC(=O)COc2ncnc3ccccc23)sc(C)c1C	7	2%	-2%	-16%	5%	10%	0%	-5	10%
COc1ccc(NC(=O)Cn2c(=O)n(Cc3ccc4c(c3)OCO4)c(=O)c3ccc(C(=O)NC4CCCCC4)cc32)cc1	3	1%	12%	i	?	17%	1%	·	11%
CCCCNC(=O)O[C@@H]1C[C@H]2CCCC(=O)N3CC[C@@H](C1)[C@@H]23	33*	-17%	17%	-26%	?	24%	3%	-4	16%
Cc1cc(C)c(Cn2c(C)c(CNCCCc3ccccc3)c(C(=O)O)c2C)c(C)c1	-14	-7%	·	-9%	?	-2%	·	·	-22%
O=C(NCCc1ccccc1)C1CCN(Cc2cccc3ccccc23)CC1	-6	?	-3%	-23%	-14%	7%	5%	8	?
Cc1c(NC(=O)c2ccco2)cccc1-c1nc2cccnc2s1	-7	-7%	-3%	-10%	-7%	?	-12%	-10	0%
COc1ccc(NC(=O)COC(=O)CCSc2ccccc2)cc1OC	-15	3%	0%	-95%[inhibitor]	12%	?	11%	-26	12%
CCOC(=O)c1cnn(-c2cc(C)c3ccccc3n2)c1N	3	8%	-8%	-31%[inhibitor][57.5 µM]	2%	17%	3%	31	5%
CCC1Oc2ccc(C)cc2N(CC(=O)NCCCN2CCN(Cc3ccccc3)CC2)C1=O (stereo not given)	-30	?	1%	2%[57.5 µM]	-18%	3%	1%	-75*	?
COc1ccc(NC(=O)COC(=O)CN2C(=O)NC(C)(C)C2=O)cc1	2	3%	2%	-27%	-2%	-6%	0%	-11	-3%
Cc1occc1-c1nnc(SCC(=O)Nc2ccccc2)n1C(C)c1ccccc1 (stereo not given)	0	-8%	-1%	i	?	1%	-3%	6	?
CC(C)(C)n1cnc2cc(NCc3cccs3)ccc21	0	-13%	14%	-13%	?	5%	-1%	3	-5%
COc1ccc2nc(SCC(=O)NC(C)c3ccccc3)[nH]c2c1 (stereo not given)	2	-25%	-4%	-13%	?	0%	6%	15	-23%
CCN(CC(=O)Nc1ccc2c(c1)OCCO2)C(=O)c1cccc(S(=O)(=O)N2CCOCC2)c1	-2	-4%	0%	i	-1%	4%	-1%	3	7%
COc1ccc(S(=O)(=O)N(CC(=O)Nc2ccccc2Cl)Cc2ccccc2)cc1	-3	3%	4%	-39%[inhibitor]	?	-5%	?	·	?
Cc1ccc(-c2cc(C(F)F)nc(N3CCOCC3)n2)cc1	-2	34%	17%	i	-8%	-1%	7%	4	?
CC(=O)c1ccc(NC(=O)CSC(=S)N2CCCC2)cc1	-1	2%	-1%	-5%	-2%	2%	2%	-22	-12%
COc1cc(NC(C)C(=O)N2CC(C)OC(C)C2)cc(OC)c1 (stereo not given)	0	-15%	-5%	i	2%	6%	-7%	?	5%
O=C(CSc1ccc(-c2cccnc2)nn1)Nc1ccc(F)cc1F	-1	-1%	7%	i	?	12%	-2%	18	19%
C[C@@H]1CN([C@@H](C)CO)C(=O)CCCn2nncc2CO[C@H]1CN(C)S(=O)(=O)c1ccc(Cl)cc1	8	2%	3%	-9%	-36%	?	7%	17	18%
Cn1cc(Br)c(C(=O)N2CCc3ccccc32)n1	-10	-2%	1%	i	?	3%	-3%	10	0%
CCN1CCN(CCCNC(=O)C2CCCN(c3nnc(-n4cccc4)s3)C2)CC1 (stereo not given)	4	0%	1%	i	21%	-14%	-14%	-20	7%
C=C(C(=O)Nc1ccccc1)c1ccc(C)cc1	4	-21%	0%	-32%[inhibitor]	1%	9%	-1%	-15	-2%
CCCn1nc(NS(=O)(=O)c2cccc3nonc23)c2cc3cc(C)ccc3nc21	-13	-3%	13%	-11%	1%	-17%	4%	?	12%
CC1CCCC(NC(=O)Cn2cc([N+](=O)[O-])ccc2=O)C1C (stereo not given)	0	5%	-4%	i	0%	4%	2%	4	-4%
Cc1cccc(N2CCN(c3nc4nonc4nc3N3CCSCC3)CC2)n1	-3	-4%[7.66 µM]	5%	-19%	?	16%[9.22 µM]	-2%	8	-5%[7.66 µM]

Quoted from above for reference:
SMILES	DRD3 agonist	GLP1R cytotox	GLP1R ag	PTHR1 ag	KB-V1 MDR tox	TDP-43 yeast inh	aSyn rescue	DRD3 antagonist	GLP-1R inv ag
CCOc1ccc(CN(C)C(=O)CNC(=O)C2CCCCC2)cc1	-11	-3%	1%	-7%	-26%	-20%	0%	4	-1%
CN(C)c1cc[n+](CC(=O)Nc2ccc(Oc3ccccc3)cc2)cc1	-8	-17%	0%	-4%	?	?	-7%	9	-24%
COc1ccccc1NS(=O)(=O)c1ccc(NC(=O)c2ccncc2)cc1	3	-10%	-1%	-31%[inhibitor]	-8%	-12%	-2%	2	12%
Clc1ccc(-c2cc(CSc3cccc(Cl)c3)on2)cc1	-5	8%	-2%	-30%	0%	?	1%	-8	?
COc1ccc(-n2c(SCC(=O)Nc3cc(C(=O)O)ccc3C)nc3ccccc3c2=O)cc1Cl	5	-11%	-5%	i	-5%	2%	2%	1	-1%
O=C(c1cc(C2CC2)nn1-c1ccccc1)N1CCN(S(=O)(=O)c2ccc(F)cc2)CC1	-6	-14%	16%	i	?	26%	-5%	-20	-3%
COCc1c(C(=O)N2CCc3ccccc32)oc2ccccc12	2	-7%	23%	-13%	-2%	-5%	-29%	1	?
CC12CC3CC(C)(C1)CC(C(=O)N1CCCC1)(C3)C2	-1	4%	19%	i	0%	-9%	5%	1	?

Next section:
SMILES	DRD3 agonist	GLP1R cytotox	GLP1R ag	PTHR1 ag	KB-V1 MDR tox	TDP-43 yeast inh	aSyn rescue	DRD3 antagonist	GLP-1R inv ag
CC(C)C[C@H](NC(=O)c1nc[nH]c1C(=O)NCC(=O)OC(C)(C)C)C(=O)OC(C)(C)C	8	-7%	-2%	i	-1%	3%	2%	5	?
CC1(C)CC(=O)C(C=NCCc2ccc(O)cc2)=C(O)C1	13	2%	-3%	i	2%	-13%	0%	-14	-6%
CCOC(=O)NC(NC(=S)Nc1ccc(OCC)cc1)C(Cl)(Cl)Cl (stereo not given)	0	0%	-14%	i	-29%	9%	7%	-8	-15%
O=S(=O)(Nc1ccc2nc(-c3ccc(F)cc3)oc2c1)c1ccccc1	0	1%	·	-16%	0%	35µM*	·	·	-28%
COc1ccccc1OCC(=O)Nc1ccc(N2CCCCC2)cc1	-1	-25%	10%	i	-17%	16%	1%	29	11%
COc1cc(NC(=O)Cn2cnc3c(nc4n3CCCCC4)c2=O)cc(OC)c1OC	-9	-20%	0%	-23%	1%	-16%	1%	-1	14%

This is a subset (hit frequency here may not be typical).
